Screening data (PubChem BioAssay)
APEX1 inh – APE1 (human) endonuclease inhibition; actives 0.35% (n = 350,000); Potency, µM (doses to about 65.8 µM), inactives show at the top dose activity change, negative = inhibition, most hits filed as inhibitors; P27695; AID 2517; recombinant APE1, TAMRA/BHQ-2 abasic DNA cleavage fluorescence;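 further: plate controls were vehicle for no effect and reference inhibitor for full effect; nearly all actives have a fitted effect of over 55% in size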
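APE1 at 0.75 nM preincubated 15 min at room temperature with compound. Reaction then started with 50 nM double-stranded THF-abasic substrate labelled with TAMRA/BHQ-2, and 525/598 nm fluorescence read kinetically. Activity taken as third-minus-first read difference, normalized to DMSO and NSC13755 controls.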
POLH inh – inhibitors of human DNA polymerase eta | Q9Y253 | recombinant Pol eta, fluorescent DNA replication assay | Potency, µM (highest dose often 114 µM), inactives show top-dose activity change, negative = inhibition, usual class: inhibitors | actives 1.2% (n = 390,000) | AID 588591; further: on the % scale 0 is the no-effect control and ±100 the full control effect
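Fluorescent replication assay: 50 nM final substrate added after a 15 min room-temperature compound preincubation with 10 nM enzyme. Signal taken at 0 min and again at 10 min.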
BLM inh – Bloom syndrome helicase (human) inhibition; recombinant BLM DNA unwinding, fluorescence dequenching; actives 0.2% (n = 350,000); AID 2528; Potency, µM (series often up to 56.1 µM), for the others: at the highest dose activity change, negative = inhibition, actives largely listed as inhibitors;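 further: plate controls were vehicle for no effect and no enzyme for full effect; nearly all actives have a fitted effect of over 35% in size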
G9a inh – G9a (human) methyltransferase inhibition; Q96KQ7; Potency, µM (series often up to 102 µM), for the others: at the highest dose activity, negative = inhibition, usual class: inhibitors; AID 504332; G9a H3K9 monomethylation, AlphaScreen, 2 h; actives 8.8% (n = 350,000); further: on the % scale 0 is the no-effect control and ±100 the full control effect; nearly all actives have a fitted effect of over 75% in size
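Readings reflect AlphaScreen signal from monomethyl-H3K9 antibody detection. HMT at 20 nM; substrate b-H3K9 500 nM; cofactor SAM 20 uM; 2 h RT reaction; compounds tested as titrations in qHTS with 15 min preincubation.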
POLB inh – blocks human DNA polymerase beta activity. actives 1.3% (n = 340,000). Pol beta primer extension/strand displacement, fluorescence kinetic. AID 485314. Potency, µM (titrated, usually from 114 µM), for inactives: top-dose activity change, negative = inhibition, most hits filed as inhibitors. P06746; further: on the % scale 0 is the no-effect control and ±100 the full control effect
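Enzyme-only controls used 10 nM Pol beta; buffer lacking enzyme served as negative control. Compound preincubated 15 min, then 50 nM substrate added; 0 and 10 min reads at room temperature.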
Pol kappa inh – inhibitors of human DNA polymerase kappa; Potency, µM (series often up to 107 µM), for inactives: top-dose activity, negative = inhibition, actives largely listed as inhibitors; actives 0.53% (n = 400,000); Q9UBT6; purified Pol kappa, fluorescent DNA synthesis assay, 10 min; further: on the % scale 0 is the no-effect control and ±100 the full control effect
Target sequence (Q9UBT6 whole entry, looked up): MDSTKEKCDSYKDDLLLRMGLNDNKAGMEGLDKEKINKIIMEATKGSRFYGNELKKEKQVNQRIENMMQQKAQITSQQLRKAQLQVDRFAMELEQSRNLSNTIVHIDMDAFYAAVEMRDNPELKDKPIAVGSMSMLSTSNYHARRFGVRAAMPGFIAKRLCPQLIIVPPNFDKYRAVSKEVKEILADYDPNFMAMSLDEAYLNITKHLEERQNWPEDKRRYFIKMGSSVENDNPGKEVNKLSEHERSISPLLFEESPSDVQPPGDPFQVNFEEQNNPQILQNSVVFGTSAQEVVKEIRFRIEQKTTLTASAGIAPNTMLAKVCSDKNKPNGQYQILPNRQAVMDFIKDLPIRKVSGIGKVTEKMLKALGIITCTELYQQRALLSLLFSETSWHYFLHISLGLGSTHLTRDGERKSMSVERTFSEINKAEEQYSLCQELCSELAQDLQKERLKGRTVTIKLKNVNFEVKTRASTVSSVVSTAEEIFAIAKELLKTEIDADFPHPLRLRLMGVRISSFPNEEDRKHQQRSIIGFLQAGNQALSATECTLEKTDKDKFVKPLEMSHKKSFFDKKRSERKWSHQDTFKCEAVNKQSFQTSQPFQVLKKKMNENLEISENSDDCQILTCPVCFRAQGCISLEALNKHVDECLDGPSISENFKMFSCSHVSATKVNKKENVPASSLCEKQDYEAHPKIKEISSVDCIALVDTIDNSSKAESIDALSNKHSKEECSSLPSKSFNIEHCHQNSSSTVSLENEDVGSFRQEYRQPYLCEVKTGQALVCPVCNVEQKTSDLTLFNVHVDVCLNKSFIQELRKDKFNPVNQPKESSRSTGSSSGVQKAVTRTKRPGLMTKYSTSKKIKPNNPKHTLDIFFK
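First, compounds were pin-transferred onto 10 nM Pol kappa. After 15 min at room temperature, substrate was added to 50 nM final. Fluorescence was then measured kinetically at 0 and 10 min.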
BAZ2B inh – BAZ2B (human) inhibition. AID 504333. AlphaScreen BAZ2B-H3K14Ac peptide displacement. Potency, µM (doses to about 114 µM), inactives show at the highest dose activity change, negative = inhibition, actives largely listed as inhibitors. actives 4.4% (n = 360,000); further: on the % scale 0 is the no-effect control and ±100 the full control effect; nearly all actives have a fitted effect of over 60% in size
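AlphaScreen displacement: compounds (up to 110uM) incubated 30 min at room temperature with a preformed 50 nM BAZ2B/50 nM biotinylated H3K14Ac peptide complex in PBS pH 7.4 with Tween-20. Donor and acceptor beads at 10 ug/mL final added, 20 min light-protected before reading.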
Pol iota inh – DNA polymerase iota (human) inhibition; Q9UNA4; Pol iota fluorescent replication assay, 10 min; Potency, µM (top dose mostly 115 µM), for inactives: at the top dose activity, negative = inhibition, hits mostly inhibitors; actives 1% (n = 390,000)
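Pol iota at 10 nM preincubated 15 min with compounds at room temperature; reaction started with fluorescent substrate, 50 nM final. Fluorescence read kinetically at 0 and 10 min; buffer-only wells as negative control.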
JMJD2A Tudor inh – JMJD2A Tudor domain (human) inhibition; AID 504339; actives 4.4% (n = 390,000); Potency, µM (highest dose often 114 µM), without a hit: at the highest dose activity change, negative = inhibition, hits mostly inhibitors; AlphaScreen JMJD2A-Tudor / H3K4me3 peptide binding; further: on the % scale 0 is the no-effect control and ±100 the full control effect; nearly all actives have a fitted effect of over 50% in size
* marks the source's active call; other numbers are inactive results; ? = inconclusive; . = not tested or not shown; [ ] = remark or other dose. The call rests on the fitted dose curve; in most records, active means well fitted curve in the direction sought with a large enough effect; inconclusive means small, poorly fitted or top-dose-only effect, or another doubt; inactive means no such curve, though single readings can be large; an effect the other way counts as inactive or inconclusive. Potency means the concentration at half of the fitted maximal effect. The list is partial; rates above refer to the full screens.

#	molecule	APEX1 inh	POLH inh	BLM inh	G9a inh	POLB inh	Pol kappa inh	BAZ2B inh	Pol iota inh	JMJD2A Tudor inh
1	C=CCNc1nnc(SC2CC(=O)N(c3ccc(OCCC)cc3)C2=O)s1 (configuration not stated)	-10%	-2%	-3%	8.9µM*	0%	-18%	-4%	1%	35µM*
2	O=C(CCCSc1nc2ccccc2[nH]1)NCc1ccco1	-2%	1%	4%	48%[12.7 µM]	1%	-5%	1%	19%	-8%[57.1 µM]
3	Cc1cc(C)cc(NC(=O)C2CCCC2)c1	-3%	-7%	-1%	2%	6%	-4%	6%	14%	-5%
4	Cc1ccc(NC2CCCN(C(=O)c3cc4ncccn4n3)C2)cc1C (configuration not stated)	-14%	-14%	-1%	6%[0.501 µM]	-17%	-14%	-9%	-13%	-28%
5	COC(=O)c1cn(NC(=O)C2CCCO2)c(=O)c2ccccc12 (configuration not stated)	-4%	-6%	0%	?	11%	-2%	3%	12%	?
6	CCOc1ccccc1NC(=O)CSc1ncc(S(=O)(=O)c2ccc(C(C)(C)C)cc2)c(=O)[nH]1	.	89µM*	-6%	3%[59 µM]	?	-1%	-14%	?	-18%
7	O=C(Nc1ccccc1Cl)N1CCn2c(nc3ccccc32)C1	1%	6%	0%	8%	?	-4%	?	22%	6%
8	COc1ccccc1CNC(=O)C(=O)NCC(c1cccnc1)N1CCN(c2ccc(F)cc2)CC1 (configuration not stated)	.	-17%	-7%	-59%[59 µM]	-14%	-14%	?	1%	?
9	COc1ccc(C(=O)COC(=O)/C=C/c2ccc(S(=O)(=O)Nc3cccc(S(N)(=O)=O)c3)cc2)cc1	-3%	1%	-8%	-6%	-17%	-6%	-26%	-13%	-31%
10	O=C(Nc1ccc(N2CCOCC2)cc1N1CCOCC1)c1ccc(Cl)cc1	43%	-14%	-7%	3%	21%	-2%	-25%	16%	-2%
11	CCCCCN1C(C)=CC(=C(C#N)C#N)C=C1C	-8%	-7%	-1%	7%	4%	-4%	6%	15%	9%
12	O/N=C(\c1ccccc1)c1nccc2ccccc12	58%[activator]	-19%	0%	12%[59 µM]	17%	-1%	-17%	30%	-21%
13	CCOC(=O)c1ccc(N=Cc2nc3ccccc3n2C)cc1	1%	-9%	-1%	0%[59 µM]	31%	0%	0%	-4%	-15%
14	O=C(CSc1ccccc1F)NC1CCS(=O)(=O)C1 (configuration not stated)	4%	-18%	-9%	5%	28%	-16%	5%	-1%	-2%
15	COc1ccc(Cl)cc1-c1n[nH]c(=S)n1Cc1ccccc1	-16%	-14%	-6%	3.2µM*	-2%	3%	-7%	22%	-32%

Full records, looked up by structure:
Shown for `CCOc1ccccc1NC(=O)CSc1ncc(S(=O)(=O)c2ccc(C(C)(C)C)cc2)c(=O)[nH]1` → APEX1 inh: .; POLH inh: 89µM*; BLM inh: -6%; G9a inh: 3%[59 µM]; POLB inh: ?; Pol kappa inh: -1%; BAZ2B inh: -14%; Pol iota inh: ?; JMJD2A Tudor inh: -18%
Shown for `O=C(CSc1ccccc1F)NC1CCS(=O)(=O)C1` (configuration not stated) → APEX1 inh: 4%; POLH inh: -18%; BLM inh: -9%; G9a inh: 5%; POLB inh: 28%; Pol kappa inh: -16%; BAZ2B inh: 5%; Pol iota inh: -1%; JMJD2A Tudor inh: -2%

(cont.)
#	molecule	APEX1 inh	POLH inh	BLM inh	G9a inh	POLB inh	Pol kappa inh	BAZ2B inh	Pol iota inh	JMJD2A Tudor inh
16	Cn1c(N)c(C(=O)COC(=O)c2ccc(Cl)c(S(=O)(=O)N3CCCCC3)c2)c(=O)n(C)c1=O	-4%	-15%	-1%	-10%[59 µM]	20%	0%	-4%	10%	-4%
17	Cc1ccc(-c2noc(CSc3nnnn3C3CCCCC3)n2)cc1	5%	-6%	-10%	38%	24%	-7%	38%[activator]	17%	67%[activator]
18	Cc1oc(-c2ccc(Cl)cc2)nc1Cn1c(=O)cc(C)c2c(C)nn(-c3ccccc3)c21	.	-7%	-2%	-5%[59 µM]	-26%	8%	1%	12%	9%
19	O=C(NCCCN1CCCC1=O)C1CCN(S(=O)(=O)N2CCOCC2)CC1	-6%	0%	1%	2%[12.7 µM]	0%	-11%	-1%	0%	?
20	CN1CCc2c(sc(NC(=O)c3ccc(S(=O)(=O)N4CCCC4)cc3)c2C(N)=O)C1	3%	-6%	-8%	15%	26%	-2%	-2%	-14%	-10%
21	CCOc1cc(Br)cc(/C=N/NC(=O)c2cccnc2)c1O	7%	4%	-12%	21%[59 µM]	-14%	-6%	28µM*	16%	40µM*
22	CCOC(=O)CCc1c(C)c(C#N)c2nc3ccccc3n2c1-n1cnc2ccccc21	-9%	6%	-5%	24%	7%	-2%	7%	-17%	-15%
23	O=C(Nc1ccc(F)cc1)C1CCCN(C2=NS(=O)(=O)c3ccccc32)C1 (configuration not stated)	8%	-17%	.	?	.	-5%	-5%	33%	-15%
24	CN[C@@H](C)C(=O)NC[C@H]1O[C@@H](n2cnc3c(N)ncnc32)[C@H](O)[C@@H]1O	7%	-14%	.	.	.	5%	.	30%	-21%
25	Cc1ccc2c(c1)N(CC(=O)NCc1cccs1)C(=O)CO2	1%	-17%	-2%	13%	2%	-6%	1%	4%[58.9 µM]	-17%
26	CNC(=S)NNC(=O)Cn1ccc(C)n1	15%	-4%	-2%	?	40%	-4%	-4%	4%[58.9 µM]	?
27	COC(=O)c1c(C(=O)OC)c(-c2ccc(C)cc2)n2c1CS(=O)(=O)C2	0%	-3%	3%	15%	0%	-2%	-3%	16%	-4%
28	CCN(CC)CCNC(=O)Cc1c(C(=O)O)n(C)c2ccccc12	10%	-6%	0%	?	-5%	1%	10%	32%[activator]	-3%
29	O=C(O)Cc1csc(-c2ccc(F)cc2)n1	14%	-15%	2%	17%	4%	-10%	-2%	164%[activator]	-3%
30	Cc1ccc(S(=O)(=O)N2CCN(C(=O)CSc3ncn[nH]3)CC2)c(C)c1	-2%	-10%	.	?	.	-2%	9%	19%	-10%

Just G9a inh, for two of the compounds above:
#	structure	G9a inh
6	CCOc1ccccc1NC(=O)CSc1ncc(S(=O)(=O)c2ccc(C(C)(C)C)cc2)c(=O)[nH]1	3%[59 µM]
7	O=C(Nc1ccccc1Cl)N1CCn2c(nc3ccccc32)C1	8%

Next part.
#	molecule	APEX1 inh	POLH inh	BLM inh	G9a inh	POLB inh	Pol kappa inh	BAZ2B inh	Pol iota inh	JMJD2A Tudor inh
31	Cc1ccc2c(c1)N=C(c1ccc(Cl)cc1)CO2	17%	-9%	-6%	1%[59 µM]	16%	-11%	4%	-5%	14%[11.4 µM]
32	COc1ccc(Cc2[nH]n3c(=O)cc(C(C)C)nc3c2-c2ccccc2)cc1	-3%	-4%	-4%	-28%	19%	-2%	-5%	19%	-17%
33	CN(CC(=O)Nc1cccc(F)c1)C(=O)C1CCC(C(=O)N(C)CC(=O)Nc2cccc(F)c2)CC1 (configuration not stated)	.	-1%	.	.	.	-14%	.	2%	-8%
34	Nc1cccc(C(=O)Nc2ccccc2Cl)c1	-1%	0%	0%	13%	-2%	-4%	13%	9%	-2%
35	Cc1nc2sc(C(c3cccc(F)c3)N3CCC(C)CC3)c(O)n2n1 (configuration not stated)	11%	12%	0%	52%[activator][59 µM]	3%	-8%	-2%	-2%	-1%
36	CCn1c(C)nc2cc(C(=O)N/N=C(\C)c3ccc(OC)cc3O)ccc21	-5%	-24%	-7%	30%	-2%	-14%	.	10%	-7%
37	CC(C)(C)c1cc(N/C=C\c2nnnn2-c2ccc(Br)cc2)no1	-1%	-11%	3%	?	-1%	2%	-5%	9%	-13%[57.1 µM]
38	Cc1ccc2c(c1)-c1c(cnn1CC(=O)N(Cc1ccco1)C1CCCCC1)CO2	-2%	-27%	-5%	-18%[59 µM]	?	-23%	-39%	10%	?
39	O=C(COc1ccc(F)cc1)Nc1ccc(-n2cnnn2)cc1	-1%	1%	-2%	20%[12.7 µM]	6%	8%	-1%	18%	-3%
40	Cc1ccc(Cl)c(OCC(=O)Nc2cc(S(=O)(=O)N3CCOCC3)ccc2N2CCCC2)c1	-6%	-17%	-10%	.	39%	-17%	-21%	6%	-35%
41	COc1ccc(-c2nc(C)c(CCNC(=O)C(=O)Nc3cccc(F)c3)s2)cc1OC	.	-15%	-4%	6%[59 µM]	3%	-10%[60.1 µM]	-1%	-34%	-15%
42	COC(=O)c1ccc(Cn2nnc3c(=O)[nH]c(C4CCN(S(=O)(=O)c5ccc(F)cc5)CC4)nc32)cc1	19%	-7%	-4%	10%	11%	-2%	-19%	7%	-7%
43	COCCN(C(=O)CSc1nnc(-c2ccc(C(C)(C)C)cc2)n1N)c1c(N)n(CC(C)C)c(=O)[nH]c1=O	40%[activator]	-15%	.	40µM*	.	3%	5%	24%	-4%
44	c1ccc2c(c1)SCc1nnc(-c3ccncc3)n1-2	-5%	-25%	-1%	.	3%	-7%	2%	175%[activator]	?
45	CCC(=O)Nc1ccc(S(=O)(=O)Nc2c(NC)c3ccccc3oc2=O)cc1	23%	-16%	-2%	2%[59 µM]	-2%	-3%	-4%	50%[activator]	-5%
46	C[C@H]1CN([C@@H](C)CO)C(=O)Cc2cc(NC(=O)CCC(F)(F)F)ccc2O[C@H]1CN(C)CC1CC1	5%	-18%	.	.	.	-2%	.	22%	-19%

Filtered by structure, the entries above containing a thiophene ring, fused or not (two)
#	molecule	APEX1 inh	POLH inh	BLM inh	G9a inh	POLB inh	Pol kappa inh	BAZ2B inh	Pol iota inh	JMJD2A Tudor inh
20	CN1CCc2c(sc(NC(=O)c3ccc(S(=O)(=O)N4CCCC4)cc3)c2C(N)=O)C1	3%	-6%	-8%	15%	26%	-2%	-2%	-14%	-10%
25	Cc1ccc2c(c1)N(CC(=O)NCc1cccs1)C(=O)CO2	1%	-17%	-2%	13%	2%	-6%	1%	4%[58.9 µM]	-17%

Three of the entries above in order of the Pol iota inh value, ascending.
nr	molecule	POLH inh	BLM inh	G9a inh	POLB inh	Pol kappa inh	BAZ2B inh	Pol iota inh	JMJD2A Tudor inh
34	Nc1cccc(C(=O)Nc2ccccc2Cl)c1	0%	0%	13%	-2%	-4%	13%	9%	-2%
11	CCCCCN1C(C)=CC(=C(C#N)C#N)C=C1C	-7%	-1%	7%	4%	-4%	6%	15%	9%
43	COCCN(C(=O)CSc1nnc(-c2ccc(C(C)(C)C)cc2)n1N)c1c(N)n(CC(C)C)c(=O)[nH]c1=O	-15%	.	40µM*	.	3%	5%	24%	-4%
